Screens from PubChem.
ERG-DNA inh: ERG Ets/DNA interaction inhibition; fluorescence polarization, His-ERG Ets domain / labelled DNA; P11308; Potency, µM (highest dose often 76.9 µM), for inactives: at the highest dose FP activity, negative = inhibition, actives largely listed as inhibitors; 370,000 tested, 0.028% active; active = well fitted inhibition curve with a large enough effect in the polarisation, with a control signal flat; inconclusive = small, poorly fitted or top-dose-only effect, or effect the other way, or a change in a side signal; inactive = no such curve, though single readings can be large or run the other way; the % refers to the polarisation;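 also: polarization taken with two DNA probes labelled with fluorescein and Texas red; potency is read from the fitted curve at half-maximal effect; % of control where 0% means no effect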
Target sequence (P11308 whole entry, looked up, the tested form may be a part): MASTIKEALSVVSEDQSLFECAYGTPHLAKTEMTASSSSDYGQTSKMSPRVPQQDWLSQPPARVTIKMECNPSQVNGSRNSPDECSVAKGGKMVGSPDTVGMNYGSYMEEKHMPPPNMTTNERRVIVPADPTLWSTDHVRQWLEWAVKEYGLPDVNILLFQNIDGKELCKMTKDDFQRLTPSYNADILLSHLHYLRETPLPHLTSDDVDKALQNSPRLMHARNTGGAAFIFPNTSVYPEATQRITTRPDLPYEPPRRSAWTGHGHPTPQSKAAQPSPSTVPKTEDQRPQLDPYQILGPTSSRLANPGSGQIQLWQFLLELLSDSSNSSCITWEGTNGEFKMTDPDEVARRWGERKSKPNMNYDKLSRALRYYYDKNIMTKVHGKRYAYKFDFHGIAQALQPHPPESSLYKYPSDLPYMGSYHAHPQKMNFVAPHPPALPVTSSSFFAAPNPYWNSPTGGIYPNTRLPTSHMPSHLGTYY
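His-tagged ERG Ets domain (1 uM in the protein solution; 300mM KCl, 50mM Tris-HCl, 1mM EDTA, 1mM DTT, pH 7.5) received compound, then a probe mix of 5 nM fluorescein-DNA and 100nM Texas-615-DNA. Fluorescence polarization was read for both dyes.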
Anesthetic bind: candidate novel general anesthetic via apoferritin binding; apoferritin/1-aminoanthracene competitive binding, fluorescence; P02791; Potency, µM (top dose mostly 77.5 µM), inactives show at the top dose activity change, negative = displacement, hits mostly inhibitors; 350,000 tested, 0.074% active; also: potency is read from the fitted curve at half-maximal effect; % is scaled to controls: 0 for no effect and ±100 for the full control effect; nearly all actives have a fitted effect of over 20% in size
Target sequence (P02791 2-175 limits assumed): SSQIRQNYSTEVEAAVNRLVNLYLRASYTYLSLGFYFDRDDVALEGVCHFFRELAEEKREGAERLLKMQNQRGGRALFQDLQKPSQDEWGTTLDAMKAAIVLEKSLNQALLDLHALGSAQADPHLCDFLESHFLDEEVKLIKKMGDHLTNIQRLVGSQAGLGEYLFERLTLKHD
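Apoferritin-based anesthetic binding model; compound displacement of fluorescent 1-AMA measured as endpoint fluorescence after 10 minutes at room temperature, scaled to free-ligand and complex controls.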
POLK inh: blocks human DNA polymerase kappa activity; Q9UBT6; purified Pol kappa, fluorescent DNA synthesis assay, 10 min; Potency, µM (doses to about 107 µM), inactives show top-dose activity, negative = inhibition, usual class: inhibitors; 400,000 tested, 0.53% active; also: potency is read from the fitted curve at half-maximal effect; % is scaled to controls: 0 for no effect and ±100 for the full control effect
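Kinetic fluorescence readout at 0 and 10 min followed reaction start with substrate at 50 nM final. Beforehand, enzyme (10 nM Pol kappa) stood 15 min with compound at room temperature; buffer-only wells were negative controls.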
Pol eta inh: blocks human DNA polymerase eta activity | Potency, µM (highest dose often 114 µM), for the others: at the highest dose activity change, negative = inhibition, usual class: inhibitors | 390,000 tested, 1.2% active | recombinant Pol eta, fluorescent DNA replication assay | Q9Y253; also: potency is read from the fitted curve at half-maximal effect; % is scaled to controls: 0 for no effect and ±100 for the full control effect
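Fluorescent replication assay: 50 nM final substrate added after a 15 min room-temperature compound preincubation with 10 nM enzyme. Signal taken at 0 min and again at 10 min.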
LDHA inh: blocks human lactate dehydrogenase A | activity change, % (values are at about 110 or 230 µM) | purified LDHA, NADH/diaphorase-resazurin fluorescence; hits give low values | P00338 | AID 1347041 | 480,000 tested, 0.15% active; in the data active = activity change below about -30%; inconclusive = mostly about -25% to -30%;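 also: plate controls were DMSO wells for no effect and wells without enzyme for full effect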
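Human LDH5 (2 nM) was incubated with 0.06 mM NADH and 0.2 mM pyruvate for 5 min at room temperature in Tris pH 7.4. Remaining NADH was coupled through diaphorase/resazurin, and resorufin fluorescence was read at 0 and 20 min.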
12-LOX inh: inhibitors of human 12S-lipoxygenase ALOX12 | Potency, µM (titrated, usually from 108 µM), inactives show at the top dose activity change, negative = inhibition, hits mostly inhibitors | purified 12hLO, xylenol orange hydroperoxide absorbance | 580,000 tested, 1.1% active | P18054; also: potency is read from the fitted curve at half-maximal effect; % is scaled to controls: 0 for no effect and ±100 for the full control effect
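Purified human 12hLO at 150 nM in 25 mM Hepes, 0.01% Triton X-100, pH 7.0, preincubated 15 min at room temperature with compound. Reaction started with 40 uM arachidonic acid, 30 min at room temperature. Hydroperoxide measured by Fe-xylenol orange, 573/405 nm absorbance ratio.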
Pol beta inh: inhibitors of human DNA polymerase beta. Pol beta primer extension/strand displacement, fluorescence kinetic. AID 485314. P06746. Potency, µM (top dose mostly 114 µM), without a hit: at the top dose activity change, negative = inhibition, usual class: inhibitors. 340,000 tested, 1.3% active; also: potency is read from the fitted curve at half-maximal effect; % is scaled to controls: 0 for no effect and ±100 for the full control effect
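10 nM enzyme + cpd, 15 min RT; start with substrate 50 nM final; read 0 min and after 10 min RT. Corrected, normalized data; 4-parameter Hill curve fit.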
APEX1 inh: APE1 (human) endonuclease inhibition | recombinant APE1, TAMRA/BHQ-2 abasic DNA cleavage fluorescence | Potency, µM (highest dose often 65.8 µM), without a hit: top-dose activity change, negative = inhibition, hits mostly inhibitors | 350,000 tested, 0.35% active;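 also: potency is read from the fitted curve at half-maximal effect; plate controls were vehicle for no effect and reference inhibitor for full effect; nearly all actives have a fitted effect of over 55% in size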
Target sequence (P27695 whole entry, looked up): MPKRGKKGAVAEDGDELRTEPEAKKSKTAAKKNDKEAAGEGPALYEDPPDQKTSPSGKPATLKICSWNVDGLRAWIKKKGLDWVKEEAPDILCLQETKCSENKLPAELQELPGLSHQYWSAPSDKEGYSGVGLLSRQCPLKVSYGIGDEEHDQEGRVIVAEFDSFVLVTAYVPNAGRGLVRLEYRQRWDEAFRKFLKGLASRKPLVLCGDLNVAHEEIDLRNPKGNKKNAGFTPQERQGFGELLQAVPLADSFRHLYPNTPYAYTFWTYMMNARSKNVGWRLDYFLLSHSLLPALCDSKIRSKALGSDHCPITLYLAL
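Activity was derived from the fluorescence gain between first and third kinetic reads (60 s intervals, ex 525/em 598 nm) after 50 nM THF-abasic TAMRA/BHQ-2 duplex was added to 0.75 nM APE1 preincubated 15 min with compound.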
RGS4 inh: human RGS4 inhibition; Transcreener GDP fluorescence polarization, RGS4-accelerated GTP hydrolysis; Potency, µM (titrated, usually from 114 µM), for the others: top-dose activity change, negative = inhibition, actives largely listed as inhibitors; 390,000 tested, 0.039% active; AID 504845; also: potency is read from the fitted curve at half-maximal effect; % is scaled to controls: 0 for no effect and ±100 for the full control effect; nearly all actives have a fitted effect of over 75% in size; some results filed as inactive show a strong effect at the top dose
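MLSMR compounds (23 nl, pin-transferred) preincubated 10 min at room temperature with a 500nM (2x) first reagent, then RGS4 at 900nM (2x) plus Transcreener GDP mix added; fluorescence polarization (620/688 nm) read before and after 90 min at 30 °C.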
An asterisk follows results filed as active; ? = inconclusive; / = not tested or not shown; & = joins results of further samples; [ ] = another dose, or the depositor's remark. Unless noted, calls follow the shape of the dose curve; as a rule, active = well fitted curve in the direction sought with a large enough effect; inconclusive = small, poorly fitted or top-dose-only effect, or another doubt; inactive = no such curve, though single readings can be large; an effect the other way counts as inactive or inconclusive.

Values run as follows: ERG-DNA inh	Anesthetic bind	POLK inh	Pol eta inh	LDHA inh	12-LOX inh	Pol beta inh	APEX1 inh	RGS4 inh
> CCOCc1c(C(=O)NC2=Nc3ccccc3NC(CC)=C2C(=O)OCC)oc2ccccc12
  5%	-20%	-9%	-20%	1	-11%	5%	7%	11%
> COc1ccc(CCNC(=O)c2[nH]c(C)c(C(C)=O)c2C)cc1OC
  6%	-5%	-12%	-18%	3	-13%	19%	-1%	-10%
> O=C(O)c1ccc2c(c1)ncn2-c1ccc(F)c(F)c1
  -11%	12%	-11%	2%	-7	-19%	10%	/	3%
> O=C(Nc1cccc2ncccc12)c1cccc(Br)c1
  -3%	-11%	-20%	-1%	-2	6%	35%	8%	10%
> CC(=O)c1ccc(Nc2cc(C)nc3c(C)cccc23)cc1
  -9%	?	-2%	-4%	1	3%	8%	28%	2%
> COc1cc(NC(=O)N[C@@H](CCSC)C(=O)O)cc(OC)c1
  4%	19%	-21%	-1%	4&-6	?	15%	-1%	20%
> Cc1ccc(C(=O)CCC(=O)OCC(=O)Nc2ccc3[nH]c(=O)[nH]c3c2)cc1
  -8%	/	-13%	9%	-7	-31%	/	-8%	-25%
> Cc1cc(NC(=O)c2c([N+](=O)[O-])c(C)nn2C)no1
  -2%	-5%	5%	-15%	1	8%	5%	-1%	-20%
> O=C(/C=C/c1ccc(F)cc1)NC(=S)NC1CCCCC1
  -11%	-14%	4%	-15%	-1	0%	4%	6%	16%
> COc1ccc(CCNC(=O)c2c(O)nc3c(C)cccn3c2=O)cc1
  0%	-7%	-1%	-10%	7	-10%	-27%	/	0%
> CN(C)S(=O)(=O)c1ccc(N2CCCC2)c(C(=O)Nc2nccs2)c1
  4%	/	-3%	-11%	-1	-2%	/	-7%	18%
> CCN(CC)S(=O)(=O)c1ccc(N2CCN(CCOc3ccc(OC)cc3)CC2)nc1
  -10%	-1%	0%	-11%	-5	9%	10%	40%[activator][12.4 µM]	11%
> COC(=O)c1ccc(NC(=O)CSCC(=O)OCC(=O)c2ccc(Br)cc2)cc1
  -6%	-24%	-9%	3%	-4	-17%	-13%	10%	-22%[56.9 µM]
> Cc1ccc(S(=O)(=O)NCC(=O)Nc2ccc3c(c2)OCCO3)cc1
  -4%	1%	-8%	-21%	-3	0%	9%	6%[12.4 µM]	4%
> CCc1ccc(NC(=O)C2CCCN(c3nnc(C)c4c(C)n(-c5ccccc5)nc34)C2)cc1 (centres undefined)
  1%	-5%	-4%	-22%	-1	-11%	5%	/	-16%

(next part)
Values run as follows: ERG-DNA inh	Anesthetic bind	POLK inh	Pol eta inh	LDHA inh	12-LOX inh	Pol beta inh	APEX1 inh	RGS4 inh
> O=C(NCCN1C(=O)CSC1=O)C1CC(=O)N(c2ccccc2)C1 (centres undefined)
  -5%	3%	-9%	6%	0	7%	9%	7%	28%
> CCCCN(CC)CCCNC(=O)c1cc2c(=O)[nH]c3ccccc3c2n1C
  -1%	?	10%	-9%	-1	-28%	43%	/	-36%
> CCc1ccc([C@H]2C(C(=O)O)=C[C@@H](CC)N2S(=O)(=O)c2ccc(C)cc2)cc1
  5%	/	-12%	-23%	-6	-9%	/	21%	27%
> COc1ccccc1C(=O)Nc1ccc2c(c1)nc(CN1CCN(C(C)=O)CC1)n2C
  -1%	2%	-9%	1%	2	-19%	-6%	0%	9%
> CN(C)S(=O)(=O)c1ccc(Cl)c(NC(=O)CN2CCCCCC2)c1
  3%	-21%	0%	-15%	-9	1%	-15%	7%	-3%
> Nc1nnnn1/N=C/c1ccccc1OCc1ccccc1
  10%	-6%	-11%	2%	-4	10%	?	1%	-12%
> N#CCCN(CCC#N)C(=S)NC1CC2C=CC1C2 (centres undefined)
  9%	9%	5%	-12%	-2	?	-2%	-3%	-8%
> N#CCCN1CCN(C(=S)c2ccc(-c3ccc(Cl)cc3)o2)CC1
  2%	?	-5%	-4%	2	/	-3%	-9%	-40%
> C[C@H](CO)N1C[C@H](C)[C@@H](CN(C)C(=O)Nc2ccccc2)Oc2ccc(NS(=O)(=O)c3cn(C)cn3)cc2C1=O
  9%	/	-5%	-2%	-1	7%	/	2%	20%
> COc1ccc(N(CC(=O)NC(C)(C)C)C(=O)CCC(=O)Nc2nccs2)cc1
  -10%	-5%	-8%	-5%	-2	-5%	3%	13%	-13%
> CCN1C(=O)/C(=c2\o/c(=C3\C=Cc4ccccc4N3CC)c(=O)n2CC)SC1=S
  /	-17%	2%	-12%	-8	0%	-3%	2%	-11%
> CC1(c2cccc(Br)c2)NC(=O)N(CC(=O)Nc2ccc3c(c2)OCO3)C1=O (centres undefined)
  -5%	/	-10%	-1%	-4	?	/	31%	17%
> COCCN1Cc2cccc(C(=O)NC(C)CCc3ccco3)c2C1=O (centres undefined)
  7%	-5%	-14%	-1%	2	4%	?	4%	12%
> CC(=O)Oc1ccc2cc(-c3cccnc3)c(=O)oc2c1
  -5%	/	-7%	0%	-3	0%	/	/	21%
> CC(=O)Nc1sc2c(c1C(c1ccc(Cl)cc1)N1CCOCC1)CCCC2 (centres undefined)
  7%	-20%	3%	-12%	5	?	0%	1%	-45%

The listing continues:
Values run as follows: ERG-DNA inh	Anesthetic bind	POLK inh	Pol eta inh	LDHA inh	12-LOX inh	Pol beta inh	APEX1 inh	RGS4 inh
> Cc1cc(SCC(=O)OCC(=O)N(C)c2ccccc2)nc2ccccc12
  -1%	/	-1%	-15%	-6	-11%	/	12%	-15%
> CC1CC(C)CN(S(=O)(=O)c2ccc3c(c2)NC(=O)C(C)C(=O)N3)C1 (centres undefined)
  13%	-11%	1%	-15%	-5	14%	-5%	27%	5%
> CC1(C)CC(=O)CC(C)(C)N1OC(=O)c1ccco1
  7%	-12%	-8%	-4%	-7	268%[activator][57.4 µM]	9%	2%	-34%
> CN1CCN(S(=O)(=O)c2cc([N+](=O)[O-])ccc2N/N=C/c2ccc(Cl)cc2)CC1
  9%	-6%	-3%	-2%	-1	-1%	-11%	1%	-22%
> CN(Cc1ccc2nonc2c1)Cc1nc(Cc2cccc(F)c2)no1
  -3%	-19%	-8%	-13%	-1	-11%	4%	0%	18%
> O=C(CSc1cn(CCNC(=O)c2ccccc2)c2ccccc12)NCC1CCCO1 (centres undefined)
  -1%	-5%	-2%	-21%	-10	-1%	-16%	16%	-13%
> C=CCn1c(Cc2ccc(OC)cc2)nnc1SCC(=O)NCCc1ccccc1
  4%	-9%	-5%	-4%	3	4%	13%	-1%	-14%
> O=C(O)C1CCN(C(=O)CSc2nc3cc(Cl)ccc3c(=O)n2Cc2ccccc2)CC1
  -6%	-5%	0%	0%	-12&-12	4%&-4%	28%	37%	5%
> CCn1nc(C)cc1C(=O)N1CCCC(C(=O)c2ccc(OC)cc2C)C1 (centres undefined)
  -11%	3%	-1%	-15%	0	-6%	-17%	-13%	9%
> Cc1c(C(=O)Nc2cccc(Cl)c2)oc2ccc(S(=O)(=O)N(C)C3CCCCC3)cc12
  2%	-6%	-6%[60.1 µM]	-13%	-3	-29%	6%	/	14%
> Cc1cc(C(=O)NCCN2CCOCC2)c2ccccc2n1
  -6%	/	2%	7%	-14	0%	/	52%[activator]	23%
> Cc1cc(C)cc(N(CC(=O)NCC2CCCO2)S(=O)(=O)c2c(C)noc2C)c1 (centres undefined)
  -4%	-5%	5%	-10%	0	11%	3%	-4%	-20%
> CC(C)C(=O)Nc1ncc(Cc2ccc(Cl)cc2)s1
  0%	-20%	-8%	-3%	-3	3%	1%	4%	17%
> CNC(=O)c1ccc(NC(=O)c2cccc(C(F)(F)F)c2)cc1
  5%	-5%	-11%	4%	-7	-7%	8%	-8%	14%
> CN1C(=O)C(CC(=O)Nc2ccccc2)S/C1=N/c1nccs1 (centres undefined)
  0%	0%	-9%	-19%	0	-1%	4%	3%	2%[11.4 µM]

Other results:
Values run as follows: ERG-DNA inh	Anesthetic bind	POLK inh	Pol eta inh	LDHA inh	12-LOX inh	Pol beta inh	APEX1 inh	RGS4 inh
> N#CCC(=O)Nc1ccc(C(=O)OCC(=O)c2c[nH]c3ccccc23)cc1
  2%	/	0%	-19%	-11	-19%	/	10%	-15%
> CN(C(=O)COc1ccc(C(C)(C)C)cc1)C1CCS(=O)(=O)C1 (centres undefined)
  /	5%	-4%	-6%	3	-2%[57.4 µM]	6%	0%	-1%
> COc1ccc(C[C@@H]2CN3C(=NC[C@@H]3Cc3ccc(O)cc3)N2C[C@H](C)NC(=O)CCC2CCCCC2)cc1
  23%	-12%	-5%	-16%	-1	/	2%	16%	5%
> Cc1nnc2ccc(N3CCN(c4cccc(C(F)(F)F)c4)CC3)nn12
  7%	-11%	-8%	-10%	-5	-3%	-19%	1%	2%
> O=C(O)c1ccccc1-c1ccccc1C(=O)NCCc1ccccc1
  13%	-3%	-4%	-10%	-1	6%	0%	59%[activator]	4%
> Cn1c(SCC(=O)c2ccccc2)nnc1-c1cnccn1
  2%	-16%	-4%	-6%	-5	?	13%	2%	?

Only part of the results is shown (hit frequency here may not be typical).
